Screening data: PubChem, Broad Institute
Cneo AK release – Cryptococcus neoformans cell lysis inducers, primary screen, AK release luminescence, single concentration; lysis activity, % at 15 µM; 360,000 compounds, 0.2% hits; C. neoformans lysis, adenylate kinase release luminescence, 4 h; normalised: neutral wells 0, clomiphene wells 100; AID 651654, 2012;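 active means mean lysis activity across replicates of at least 80%, whatever share of replicates individually reach that level; inactive means mean lysis activity below 80%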
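Material – Cryptococcus neoformans yeast cells · Quantity – 5 × 10^6 yeast cells/mL · Buffer or medium – YPD medium · Compound – single dose · Timing – 4 h static compound exposure, 37 °C, read 1 h post-reagent · Signal – adenylate kinase release luminescence · Read-out basis – lysis from increased AK signal · Benchmarks – Clomiphene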
PGC1a acetyl inh – inhibitors of PGC1a acetylation signal, primary screen, cell-based, U2OS, AlphaScreen, inhibitor mode | AlphaScreen anti-acetyl-lysine; with virally co-expressed GCN5 acetyltransferase | inhibition, % at 15.6 µM | 350,000 compounds, 0.17% hits | AID 651687, 2012;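 active means every replicate shows inhibition of at least 40%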;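 further: 0% = neutral control wells and 100% = positive control wells; some results beyond the cut were filed as inactive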
PAX8 inh HTS – inhibitors of PAX8-driven TPO luciferase reporter, primary screen, RMG-I cells, single concentration; SteadyGlo, 24 h; AID 652154, 2013; inhibition, % at 12.6 µM; 360,000 compounds, 1.2% hits;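 active means mean replicate inhibition at least 60% with every replicate also reaching 60%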;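 further: luciferase light reporting Pax8 driven TPO promoter activity; plate controls were median of neutral control wells for no effect and mitoxantrone controls for full effect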
LGR2 inh – inhibitors of bursicon-induced LGR2 CRE-luciferase signal, primary screen, cell-based, HEK293, CRE-luciferase reporter, bursicon stimulation | Drosophila bursicon receptor LGR2 (rickets) | bursicon-stimulated, 4 h | inhibition, % at 9.99 µM | 380,000 compounds, 0.35% hits | AID 720647, 2013;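 active means drop in luminescence signal, shown as inhibition above about 50% in the replicate tests, limit read from the data, passing the limit was not always enough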;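 further: agonist challenge used bursicon conditioned medium at about half maximal strength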
ARNT-TACC3 inh – disruptors of ARNT/TACC3 protein interaction, primary screen, biochemical, AlphaScreen, single concentration; Transforming acidic coiled-coil-containing protein 3 (Homo sapiens), Q9Y6A5; AlphaScreen His-ARNT PAS-B/GST-TACC3 binding, luminescence; TACC3 fragment carries E629A point mutation; inhibition, % at 9.99 µM; 390,000 compounds, 0.66% hits;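 active means mean inhibition of replicates at least 50% and at least half of replicates each reaching 50%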;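 further: 0% = complete ARNT plus TACC3 wells and 100% = ARNT alone without TACC3; many hits fall short of the cut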
Statin myotox sup – suppressors of statin myotoxicity in C2C12 myotubes, primary screen, cell-based, single point, plate reader; rescue of ATP level, % at 7.49 µM; AID 602340, 2012; 330,000 compounds, 0.78% hits; C2C12 myotubes + simvastatin, ATP luminescence, 48 h; scaled: DMSO 0, geranylgeraniol control 100;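 active means mean ATP rescue above about 67%, or every replicate alone reaching that limit, limit read from the data, passing the limit was not always enough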;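 further: myotubes were challenged with 10 µM simvastatin during compound exposure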
INS-1E GSIS act – GLuc luminescence reporter in INS-1E cells, primary screen for activators of glucose-dependent secretion of insulin. INS-1E GLuc reporter insulin secretion, 2-3 h. activation, % at 16.6 µM. 370,000 compounds, 0.61% hits. AID 743287, 2014;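 active means lowest replicate activation of at least 40%, so every replicate reaches that level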;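 further: 0% = median of neutral control wells and 100% = median of IBMX positive control wells; some compounds called inactive have numbers as strong as hits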
PglD DTNB – C. jejuni PglD acetyltransferase inhibitors, primary screen, biochemical, DTNB colorimetric, single point | UDP-N-acetylbacillosamine N-acetyltransferase PglD (Campylobacter jejuni) | purified PglD enzyme, DTNB colorimetric CoA detection | 360,000 compounds, 0.098% hits | inhibition, % at 12.5 µM; in the data active means inhibition above about 16%, passing the limit was not always enough; further: strong numbers were not always called active
Starred values were filed as active, the others as inactive; / = not tested or not shown; & = joins results of further samples.

Results follow in this order: Cneo AK release	PGC1a acetyl inh	PAX8 inh HTS	LGR2 inh	ARNT-TACC3 inh	Statin myotox sup	INS-1E GSIS act	PglD DTNB
> CCN1CCN(CC(=O)Nc2sc3c(c2C#N)CCC3)CC1
 : /	/	1	-9	16	/	20	/
> CN(C(=O)COc1ccc([N+](=O)[O-])cc1)C1CCS(=O)(=O)C1 (configuration not stated)
 : /	3	10	-31	/	/	22	/
> c1ccc(C(c2ccccc2)c2noc(CN3CCC(c4ccncc4)CC3)n2)cc1
 : -3	20	1	18	4	-5	-25	1
> C[C@H](CO)N1C[C@H](C)[C@@H](CN(C)Cc2ccc3c(c2)OCO3)Oc2c(NS(=O)(=O)c3cn(C)cn3)cccc2C1=O
 : 2&9	-12	3&-10	-1&-14	-9&3	-36&-16	16&8	4&1
> O=C(c1ccsc1)N1CCN(C(=O)c2cccs2)CC1
 : 3	/	/	4	1	6	4	1
> Cc1ccc(S(=O)(=O)N(Cc2ccccc2)c2ccccc2C(=O)N2CCCCC2)cc1
 : 1	/	7	21	0	-20	-34	1
> Cc1noc(C)c1NC(=O)N(C)C[C@H]1OCCCC[C@H](C)Oc2ccc(NS(=O)(=O)c3cccs3)cc2C(=O)N([C@@H](C)CO)C[C@@H]1C
 : -3	6	2	14	-3	/	-3	-3
> Cc1ccc(-c2ccc([C@H]3[C@@H](CO)N4C(=O)CN(C(=O)Cc5ccccn5)C[C@@H]34)cc2)cc1
 : /	3	-30	9	/	/	-7	/
> CCn1cc(C(=O)NCc2cccs2)c(=O)c2ccc(C)nc21
 : 3	21	/	1	9	12	-5	-3
> CC1(c2ccccc2)CC(C)(C)N2C(=O)C3(C(C#N)=C(N)Oc4cc(O)ccc43)c3cccc1c32 (configuration not stated)
 : -2	-1	/	-3	10	87*	/	-3
> Cc1ccc(NC(=O)N/C=C/c2ccco2)cc1C
 : -1	-6	/	/	3	-1	/	3
> C[C@@H]1CC=C[C@H]2[C@H]1C(=O)N(Cc1ccccc1)[C@H]2c1ccc(F)c(-c2ccc(N(C)C)cc2)c1
 : 0	4	5	5	1	-8	21	-4
> CCOC(=O)/C(=N/Nc1ccc(Cl)cc1)S(=O)(=O)c1ccc(Cl)cc1
 : 1	6	/	6	-2	-11	7	-4
> CCN=c1sc(C(=O)Nc2ccccc2)c(C)n1CC
 : /	4	-20	10	-8	/	22	/
> CCc1ccccc1NC(=O)NC1CC2CCC(C1)N2Cc1cccs1 (configuration not stated)
 : 1	-5	/	/	-4	-3	/	13
> O=C(NCc1ccc(Cl)cc1)C(=O)NCC1CCCN1S(=O)(=O)c1cccs1 (configuration not stated)
 : 0	6	25	0	2	0	-3	5
> CCC(=O)N(Cc1c(C)nn(-c2ccccc2)c1Cl)c1ccc(Cl)cc1
 : -6	-8	15	1	-1	/	17	4
> COCC(=O)N(C)C[C@H]1Oc2cc(C#CC3CC3)ccc2S(=O)(=O)N([C@@H](C)CO)C[C@H]1C
 : 3	-4	/	-6	-9	2	9	2
> COc1ccc(S(=O)(=O)N2CCN(C(=O)c3sccc3-c3ccccc3)CC2)cc1
 : 0	-9	24	0	-1	0	3	-3
> C[C@@H]1CCCCO[C@H](CN(C)S(=O)(=O)c2cn(C)cn2)[C@H](C)CN([C@@H](C)CO)C(=O)c2cc(NC(=O)CCCN(C)C)ccc2O1
 : -3	5	-3	13	-4	/	25	-1
> COc1cccc(N(C(=O)c2snc(C(N)=O)c2N)C(C(=O)NCC2CCCO2)c2ccc(C)o2)c1 (configuration not stated)
 : 1	1	15	-7	8	4	-15	1
> O=C(c1ccc(Cl)cc1)[C@@H]1[C@@H]2C(=O)N(c3ccccc3)C(=O)[C@@H]2C2c3ccccc3C=NN21 (some centres not stated)
 : 0	-3	14	16	12	10	-20	-3
> CN1C[C@H]2[C@@H](c3ccccc31)[C@H](CO)N2C(=O)C1CCCCC1
 : -2	4	16	-5	-11	-16	-1	0
> COc1ccc(C(=O)CC(c2ccccc2)C2CCCCC2=O)cc1 (configuration not stated)
 : -1	-4	/	2	1	12	-12	-1
> CCOc1ccc(-c2c(=O)n(OCc3ccc([N+](=O)[O-])cc3)c3ccccc3[n+]2[O-])c(OCC)c1
 : -3	-9	-4	9	-8	5	1	-7
> O=C(CNC1CCCC1)Nc1ccc(N2CCCCCC2)cc1
 : /	-10	13	-4	10	/	-20	/
> CCS(=O)(=O)N1CC2(CN(C(=O)Cc3ccccn3)[C@H](CO)c3[nH]c4cc(OC)ccc4c32)C1
 : /	11	1	-11	/	/	6	/
> COc1ccc(N/C(=N/c2nc(C)cc(C)n2)NC(=O)Nc2ccc(Cl)c(Cl)c2)c(OC)c1
 : 0	/	-10	-1	/	/	-3	4
> COc1cccc(NC(=O)N[C@H]2CC[C@H](CC(=O)N3CCN(C)CC3)O[C@@H]2CO)c1
 : 10	4	-6	18	16	-4	26	-3
> CCN(CC)c1ccc(NC(=O)c2cccnc2)cc1
 : -2	13	-67	/	1	-33	/	-6
> COc1cc([N+](=O)[O-])ccc1NC(=O)CN1CCN(C(=O)c2ccco2)CC1
 : /	-3	25	-5	-22	/	-1	/
> COc1ccc(-n2ccsc2=S)cc1
 : 3	-7	/	0	0	-7	5	0
> Cn1c(=O)c2[nH]c(C3CC=CCC3)nc2n(C)c1=O (configuration not stated)
 : -1	4	6	-9	-3	-1	29	-10
> Cc1ccc(C(=O)NC(=S)Nc2cccc(-c3nc4ccccc4s3)c2)cc1
 : -3	1	31	-52	-5	/	1	5
> COc1cccc(NC(=O)N(C)C[C@H]2Oc3cc(C#Cc4ccccc4)ccc3S(=O)(=O)N([C@@H](C)CO)C[C@@H]2C)c1
 : -2	0	31	12	6	-25	0	2
> COc1c(NC=O)c2c(c([N+](=O)[O-])c1OC)C(=O)OC2
 : 0	-3	2	33	-4	5	7	6
> O=S(=O)(c1cccc(S(=O)(=O)N2CCOCC2)c1)N1CCCCC1
 : -2	/	-13	/	-6	-4	/	-6
> Cc1ccc2cc(CCNS(=O)(=O)c3ccc(F)cc3)c(=O)[nH]c2c1C
 : 1	-9	-6	7	-2	13	/	/
> CC(=O)N1CCN(c2ccc(NC(=O)c3ccc(C)c([N+](=O)[O-])c3)cc2)CC1
 : -2	-35	5	/	-3	-12	/	-3
> COc1ccc(-c2ccc(SCC(=O)NC3CCCCC3)nn2)cc1OC
 : -7	/	-85	-33	6	22	105*	4
> CCOc1ccccc1N(CC(=O)NCc1ccccc1)C(=O)CCC(=O)Nc1cc(C)ccn1
 : /	-1	-10	0	-6	/	-10	/
> C[C@H](CO)N1C[C@H](C)[C@@H](CN(C)Cc2ccncc2)Oc2cc(-c3cncnc3)ccc2S1(=O)=O
 : -1	13	/	18	-10	-36	19	-1
> O=C(NCc1ccc2c(c1)OCO2)c1cc2ncc(Br)cn2n1
 : -2	1	/	12	14	19	-9	3
> C/C(=N\NS(=O)(=O)c1ccc(Cl)cc1)c1ccc(O)cc1
 : /	-5	/	0	-7	12	0	/
> COc1cccc(Cn2cnc3c(NS(=O)(=O)c4cccc(Cl)c4Cl)c(C)c(C)cc32)c1
 : -2	6	14	/	-7	5	/	-1

Records listed so far shown as hits in INS-1E GSIS act.
smiles	PGC1a acetyl inh	LGR2 inh	ARNT-TACC3 inh	INS-1E GSIS act	PglD DTNB
COc1ccc(-c2ccc(SCC(=O)NC3CCCCC3)nn2)cc1OC	/	-33	6	105*	4

7 of the entries above in order of their number in LGR2 inh, low to high:
compound	PGC1a acetyl inh	LGR2 inh	ARNT-TACC3 inh	INS-1E GSIS act	PglD DTNB
Cn1c(=O)c2[nH]c(C3CC=CCC3)nc2n(C)c1=O (configuration not stated)	4	-9	-3	29	-10
COc1cc([N+](=O)[O-])ccc1NC(=O)CN1CCN(C(=O)c2ccco2)CC1	-3	-5	-22	-1	/
C/C(=N\NS(=O)(=O)c1ccc(Cl)cc1)c1ccc(O)cc1	-5	0	-7	0	/
Cc1ccc2cc(CCNS(=O)(=O)c3ccc(F)cc3)c(=O)[nH]c2c1C	-9	7	-2	/	/
COc1cccc(NC(=O)N(C)C[C@H]2Oc3cc(C#Cc4ccccc4)ccc3S(=O)(=O)N([C@@H](C)CO)C[C@@H]2C)c1	0	12	6	0	2
C[C@H](CO)N1C[C@H](C)[C@@H](CN(C)Cc2ccncc2)Oc2cc(-c3cncnc3)ccc2S1(=O)=O	13	18	-10	19	-1
COc1c(NC=O)c2c(c([N+](=O)[O-])c1OC)C(=O)OC2	-3	33	-4	7	6

Other results follow.
Results follow in this order: Cneo AK release	PGC1a acetyl inh	PAX8 inh HTS	LGR2 inh	ARNT-TACC3 inh	Statin myotox sup	INS-1E GSIS act	PglD DTNB
> CCCn1nnc(NC(=O)c2cc(Br)ccc2OC)n1
 : -2	7	/	/	11	1	/	5
> CCN(CC)S(=O)(=O)c1cc(NC(=O)COC(=O)CCC(=O)c2cccs2)ccc1C
 : /	-9	0	22	1	/	-24	/
> Cc1[nH]c2c([N+](=O)[O-])cccc2c1C
 : /	/	17	-9	4	/	8	/
> O=C(COC(=O)c1cccs1)Nc1ccccc1
 : 2	-1	/	-18	-3	10	-9	6
> O=C(COC(=O)c1cc(Cl)nc(Cl)c1)Nc1ccc(Cl)c(S(=O)(=O)N2CCOCC2)c1
 : 1	-10	6	-21	-13	-16	-17	2
> COc1ccc(-c2cc(C(=O)OCC(=O)N(C)C)c3ccccc3n2)cc1
 : -2	-6	-45	/	-8	-5	/	-2
> N#Cc1ccc(OCC(=O)Nc2nc(-c3cccnc3)cs2)cc1
 : 1	3	-5	-4	-4	1	-11	/
> O=C1CSC(c2ccccc2)N1c1ccc(-c2ccccc2)cc1 (configuration not stated)
 : -4	-23	-55	/	2	/	/	-1
> COc1ccc(CNc2oc(-c3cccc4ccccc34)nc2C#N)cc1
 : 1	/	/	-5	5	-12	3	-6
> Cc1ccc(F)cc1NC(=O)N1CCCN(C(=O)OC(C)(C)C)CC1
 : /	6	-11	-9	4	5	-4	/
> CC(=O)Nc1ccc(NC(=O)CSc2nccn2Cc2ccccc2)cc1
 : -2	33	-2	/	3	-8	/	-4
> CCOC(=O)C1=C(COC(=O)CCOc2ccc(C)cc2)NC(=O)NC1C (configuration not stated)
 : 1	/	21	-14	1	/	-7	4
> COc1cc(NC(=O)COC(=O)CO/N=C(\C)c2ccc3c(c2)OCO3)cc(OC)c1
 : 1	/	-4	-4	11	-2	-4	5
> CC1(C)CC(=O)C=C(Nc2cccc(C(F)(F)F)c2)C1
 : -1	-1	2	2	/	-1	/	2
> CCOC(=O)CNc1nnc(SCC(=O)OCC)[nH]c1=O
 : 8	7	/	/	-13	8	/	/
> CCCCN(CC)C(=O)c1ccc(Cl)c(Cl)c1
 : -2	-13	14	/	-25	12	/	-5

A few values from the entries so far.
PAX8 inh HTS result of `CC(=O)Nc1ccc(NC(=O)CSc2nccn2Cc2ccccc2)cc1` stands at -2
Statin myotox sup result of `COc1ccc(-c2cc(C(=O)OCC(=O)N(C)C)c3ccccc3n2)cc1` stands at -5
Statin myotox sup result of `CCOC(=O)CNc1nnc(SCC(=O)OCC)[nH]c1=O` stands at 8
